High-throughput results deposited in PubChem BioAssay by several laboratories.
ABHD4 inh = ABHD4 inhibitors, primary screen, biochemical, fluorescence polarization, mouse | inhibition, % at 8.92 µM | purified mABHD4, FP-Rh probe fluorescence polarization | 0.54% of 370,000 active;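 active = inhibition exceeding the mean over every tested compound plus 3 SD, cut at about 30% in these data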;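 also: 0% = plate median of compound wells and 100% = S159A mutant with DMSO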
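Assay system: wild-type mouse ABHD4 protein; compound: single nominal dose of 8.92 µM, 0.89% DMSO final; schedule: 45 min + 60 min at 25 °C; measured by: FP readout, ex 525 nm / em 598 nm; evaluation: % inhibition of FP-Rh probe binding versus controls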
rCAG binder = binders of r(CAG) RNA repeats, primary screen, biochemical, fluorescence; r(CAG) RNA repeat, TO-PRO-1 dye displacement fluorescence; inhibition, % at 3 µM; 1.3% of 370,000 active; AID 651821, 2012;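 active = inhibition above the plate cutoff, the mean of all test compounds on that plate plus 3 SD, cut at about 35% in these data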;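 also: 0% = DMSO alone and 100% = 100 µM mitoxantrone as full dye displacement; higher means more dye released from RNA so lower well fluorescence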
TDP2 absorb = human TDP2 enzyme inhibitors, primary screen, biochemical, epi absorbance, recombinant enzyme; AID 720702, 2013; Tyrosyl-DNA phosphodiesterase 2 (Homo sapiens), O95551; inhibition, % at 12.8 µM; T5PNP hydrolysis, p-nitrophenol absorbance 415 nm; 0.34% of 370,000 active;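 active = inhibition above the mean of all tested compounds plus 3 SD, set per campaign, cut at about 25% in these data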;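 also: 0% = DMSO with enzyme and 100% = buffer with substrate but no TDP2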
Target sequence (O95551 whole entry, looked up): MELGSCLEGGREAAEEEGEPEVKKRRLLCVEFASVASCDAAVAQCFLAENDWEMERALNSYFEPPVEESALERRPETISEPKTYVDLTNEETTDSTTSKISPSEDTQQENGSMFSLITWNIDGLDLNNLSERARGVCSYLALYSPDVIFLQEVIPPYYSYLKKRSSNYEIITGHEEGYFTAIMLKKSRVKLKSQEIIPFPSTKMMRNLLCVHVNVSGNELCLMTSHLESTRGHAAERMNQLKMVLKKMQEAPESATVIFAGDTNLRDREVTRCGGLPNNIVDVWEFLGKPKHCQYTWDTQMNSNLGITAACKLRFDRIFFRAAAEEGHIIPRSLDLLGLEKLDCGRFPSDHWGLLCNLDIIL
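System – recombinant human TDP2 · Quantity – TDP2 enzyme at 120 nM final · Doses – single concentration, 12.8 µM nominal, with 1% DMSO · Incubation – 2 h at 37 °C · Measured by – epi absorbance of p-nitrophenol freed from T5PNP by hydrolysis · Read-out – % inhibition relative to enzyme-containing and enzyme-free wells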
TCR-CD3 inh = inhibitors of human TCR-CD3 interaction, primary screen, biochemical, fluorescence, TAMRA-labeled TCR probe; AID 651800, 2012; 0.37% of 360,000 active; T-cell receptor (TCR); inhibition, % at 9.4 µM; in the data active = inhibition above about 19%;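 also: recombinant mutant TCR 2C K166C tagged with TAMRA read by polarization; 0% = receptor in buffer alone and 100% = receptor with positive control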
MBD2 inh = inhibitors of MBD2 binding to methylated DNA, primary screen, biochemical, TR-FRET, DNA-binding domain, human; 0.31% of 370,000 active; MBD2 binding to methylated oligonucleotide; Methyl-CpG-binding domain protein 2 (Homo sapiens), Q9UBB5; inhibition, % at 4.4 µM; AID 686964, 2013; in the data active = inhibition above about 13%
PRMT1 inh = PRMT1 methyltransferase inhibitors, primary screen, biochemical, fluorescence polarization; recombinant PRMT1, activity-based probe fluorescence polarization; inhibition, % at 2.79 µM; 1.3% of 370,000 active;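 active = inhibition above about 21% made by adding two undisclosed values, limit read from the data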
Target sequence (Q99873 whole entry, looked up): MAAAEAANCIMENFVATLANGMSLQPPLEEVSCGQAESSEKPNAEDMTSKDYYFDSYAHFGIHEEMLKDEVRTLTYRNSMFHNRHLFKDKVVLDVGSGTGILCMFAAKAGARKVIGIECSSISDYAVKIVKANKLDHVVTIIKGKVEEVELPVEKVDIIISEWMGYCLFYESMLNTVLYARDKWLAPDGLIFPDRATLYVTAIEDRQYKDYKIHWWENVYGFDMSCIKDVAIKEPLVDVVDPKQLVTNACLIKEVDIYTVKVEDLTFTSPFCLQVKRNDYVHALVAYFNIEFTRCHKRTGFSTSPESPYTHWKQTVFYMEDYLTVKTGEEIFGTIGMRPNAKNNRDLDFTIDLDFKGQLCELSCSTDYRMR
SIAE primary = human SIAE inhibitors, primary screen, biochemical, fluorescence polarization, FP-Rh probe, 1536-well HTS | Sialate O-acetylesterase (Homo sapiens), Q9HAT2 | 0.69% of 370,000 active | inhibition, % at 9.66 µM | SIAE FP-Rh probe binding | AID 1053197, 2014;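 active = inhibition above a cutoff: mean of compounds within the control limits plus 3 SD of those, cut at about 17% in these data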;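 also: 0% = plate median of compound wells and 100% = probe without SIAE protein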
HTRA1 inh = HTRA1 serine protease inhibitors, primary screen, biochemical, fluorescence polarization, HTS | recombinant HTRA1, FP-rhodamine activity-based probe | inhibition, % at 5.96 µM | 0.5% of 340,000 active; in the data active = inhibition above about 36%;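 also: 0% = enzyme with DMSO and 100% = wells lacking enzyme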
LEDGF integ inh = blockers of LEDGF/p75-dependent integrase strand transfer – biochemical, TR-FRET, high throughput, primary screen; TR-FRET IN-LEDGF/p75 DNA integration, Eu/Cy5; inhibition, % at 3.7 µM; 0.64% of 370,000 active; AID 743269, 2014;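 active = inhibition above the screen-wide mean plus 3 SD, cut at about 13% in these data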;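 also: signal is the Cy5 over europium emission ratio at 671 and 618 nm; 0% = plate median of compound wells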
NPR2 activator = human GC-B receptor activators, primary screen, HEK293 GC-B cells, cGMP TR-FRET, EC30 CNP; 0.11% of 370,000 active; 0% at EC30 CNP, 100% saturating CNP; Atrial natriuretic peptide receptor 2 (Homo sapiens), P20594; activation, % at 10 µM; AID 1920062, 2024;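 active = activation at 10 µM reaching about 35% in either raw or pattern-adjusted values, limit read from the data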
* marks the source's active call; other numbers are inactive results; · = no result given.

A first look, 4 compounds:
compound | ABHD4 inh | rCAG binder | TDP2 absorb | TCR-CD3 inh | MBD2 inh | PRMT1 inh | SIAE primary | HTRA1 inh | LEDGF integ inh | NPR2 activator
COc1ccc(C(=O)N2CCC2)cc1S(=O)(=O)NCc1ccc(Cl)cc1 | -5 | -2 | -14 | -3 | -7 | -3 | -1 | -7 | 6 | 3
CC(=O)c1ccccc1NC(=O)CSCc1nc2sc(C)c(C)c2c(=O)[nH]1 | 3 | 2 | 6 | 5 | -4 | 2 | 2 | 3 | -2 | -1
Cn1nc(C(=O)OCC(=O)Nc2ccc3ccccc3c2)c2ccccc2c1=O | 0 | 2 | -4 | 6 | -4 | -1 | -4 | -4 | 0 | -1
O=C(Nc1nc(-c2nc3ccccc3s2)cs1)c1ccco1 | -5 | 8 | -2 | 14 | -1 | -1 | -40 | -4 | 0 | -5

The list itself, from the first entry:
compound | ABHD4 inh | rCAG binder | TDP2 absorb | TCR-CD3 inh | MBD2 inh | PRMT1 inh | SIAE primary | HTRA1 inh | LEDGF integ inh | NPR2 activator
COc1ccc(C(=O)N2CCC2)cc1S(=O)(=O)NCc1ccc(Cl)cc1 | -5 | -2 | -14 | -3 | -7 | -3 | -1 | -7 | 6 | 3
CC(=O)c1ccccc1NC(=O)CSCc1nc2sc(C)c(C)c2c(=O)[nH]1 | 3 | 2 | 6 | 5 | -4 | 2 | 2 | 3 | -2 | -1
Cn1nc(C(=O)OCC(=O)Nc2ccc3ccccc3c2)c2ccccc2c1=O | 0 | 2 | -4 | 6 | -4 | -1 | -4 | -4 | 0 | -1
O=C(Nc1nc(-c2nc3ccccc3s2)cs1)c1ccco1 | -5 | 8 | -2 | 14 | -1 | -1 | -40 | -4 | 0 | -5
Cc1cn([C@H]2C[C@H](O)[C@@H](CNCc3ccc(Oc4cc(-n5cccn5)ncn4)cc3)O2)c(=O)[nH]c1=O | -3 | 2 | 0 | 1 | 3 | -1 | -3 | -4 | -1 | 3
CSc1nnc(-c2cccc(NC(=S)NN)c2)o1 | 0 | 9 | 3 | 2 | -7 | -1 | 10 | -9 | 0 | -3
O=C(CSc1n[nH]c(=O)[nH]c1=O)Nc1ccc(Br)cc1Br | -5 | 3 | 0 | 1 | 4 | 1 | -2 | -7 | 3 | 7
COc1ccc(N2C(=O)CCC2=O)cc1 | -1 | 1 | 2 | -3 | 3 | 1 | 0 | 0 | -2 | 3
O=C(c1ccccc1)N1CCC(O)(c2ccc3c(c2)OCO3)CC1 | -5 | 0 | 0 | -4 | 2 | 0 | 1 | 2 | -3 | 0
N#CC1=C(N)C(C#N)(C#N)C(c2cccnc2)C2CN(C(=O)OCc3ccccc3)CC=C12 (stereo not given) | 2 | 0 | 4 | 12 | 0 | 0 | 2 | -6 | 0 | 0
Cc1c(NC(=O)C(C)OC(=O)CC2CC3CCC2C3)c(=O)n(-c2ccccc2)n1C (stereo not given) | -1 | -7 | 0 | 8 | -1 | 1 | -2 | 4 | 1 | 1
CC(O)(c1cccnc1)c1nc(-c2ccoc2)cs1 (stereo not given) | 3 | 6 | -7 | -2 | 5 | -1 | -3 | · | -3 | 0
CN1CCCC1=Nc1ccccc1 | 5 | 0 | -1 | -4 | 0 | 0 | -3 | 4 | -1 | 6
COc1ccc(NC(=O)C2CCCN(S(=O)(=O)c3c(C)[nH]c(=O)[nH]c3=O)C2)cc1 (stereo not given) | -1 | -1 | -7 | -3 | -4 | -1 | 2 | 0 | 3 | 9
Nc1c(C(=O)NCC(O)c2ccccc2)cnn1-c1ccccc1 (stereo not given) | 2 | 3 | 8 | · | -3 | -5 | -1 | · | 6 | 0
Cc1oc2cc3oc(=O)cc(C)c3cc2c1C | -2 | 3 | 1 | 6 | -4 | -3 | 2 | 0 | -4 | 1
O=C(N/N=C/c1c(O)ccc2ccccc12)c1cccc(C(F)(F)F)c1 | 21 | 12 | -3 | 11 | -3 | 2 | 25* | 57* | -5 | -5
Cc1cc(C)cc(C(O)c2ncc(-c3cccc(C(F)(F)F)c3)[nH]2)c1 (stereo not given) | -13 | 1 | -7 | 7 | -4 | -2 | -5 | · | -3 | -8
O=C(COc1coc(CN2CCc3ccccc3C2)cc1=O)Nc1ccc([N+](=O)[O-])cc1 | -2 | 2 | -11 | -3 | -2 | -7 | 4 | -9 | -2 | -5
O=C(NCCCCNC(=O)c1cccnc1)c1cccnc1 | 1 | -2 | 6 | 10 | 4 | 3 | 2 | -2 | 0 | 5
CC(C)CCNC(=S)Nc1ccc(Br)cc1 | -9 | 0 | -6 | 1 | 2 | -4 | 3 | -16 | 3 | 0
CN(CC(=O)Nc1ccc(Cl)c(C(F)(F)F)c1)C(=O)COC(=O)C1CC2CCCC(C1)C2=O (stereo not given) | -2 | -2 | -3 | 0 | 1 | 6 | -1 | -5 | -3 | 1
COc1ccc(C(=O)NC(C)C2CC3CCC2C3)c(OC)c1 (stereo not given) | 14 | 0 | 5 | 5 | -2 | 1 | 0 | -4 | -1 | -2
CCNC(=O)NC(=O)C(C)OC(=O)C1CCN(S(=O)(=O)c2ccc(C)c(C)c2)CC1 (stereo not given) | -1 | -2 | 3 | 1 | 6 | 1 | -3 | 4 | -2 | 3
CCCCN(C)C(=O)C1CCN(CCCc2ccccc2)CC1 | 13 | -4 | 0 | -4 | 5 | 0 | -2 | -3 | 1 | 4
Cc1nn(C(C)C(=O)NCCN2CCCC2)c(=O)c2c1sc1ccccc12 (stereo not given) | 3 | 8 | 5 | -6 | -6 | 5 | 5 | -8 | -1 | 6
O=C(c1ccc(OC2CCN(Cc3ccccc3OC(F)F)CC2)cc1)N1CCCC1 | -3 | -10 | 3 | 4 | 3 | -2 | 4 | -7 | 1 | 1
COc1ccc(S(=O)(=O)N2CCSC2c2ccccc2)cc1 (stereo not given) | -6 | -3 | 2 | 2 | 2 | 0 | 3 | -6 | 1 | 0
C=CC[C@H](CC(=O)NCCO)C(=O)N[C@H](COC(=O)[C@H](CC=C)CC(=O)OC(C)(C)C)c1ccccc1 | -2 | -6 | -8 | -9 | 6 | -2 | -2 | 10 | 0 | 2
Nc1c(C(=O)CSc2nccn2-c2ccc(Cl)cc2)c(=O)[nH]c(=O)n1C1CC1 | -1 | 2 | 12 | -1 | -4 | -2 | 6 | -4 | 3 | 4
Cc1ccc(C(=O)NC2CC(C)(C)NC(C)(C)C2)cc1C | -2 | 0 | 8 | 4 | -2 | 1 | -1 | 1 | 0 | 2
CCOc1ccc(-c2nnn(CCC#N)n2)cc1OC | 5 | -1 | -3 | 5 | -3 | -2 | -6 | 8 | 3 | -1
Cn1cc(C=O)c(-c2ccc3c(c2)OCCCO3)n1 | -4 | 3 | -20 | -4 | 0 | 0 | -2 | 3 | 1 | -1
Cc1ccc2c(C)c(C(=O)NCCc3ccco3)oc2c1C | -8 | 1 | 15 | -1 | -7 | 4 | -9 | -15 | 1 | 0
CCc1noc(C)c1C(=O)Nc1ccc(Cl)c(S(=O)(=O)N2CCCCC2)c1 | -4 | -4 | -14 | 1 | -10 | -2 | -4 | -15 | -2 | 6
CCOC(=O)N1CCN(S(=O)(=O)c2ccc(OCC(=O)OC)cc2)CC1 | -12 | -4 | -2 | -8 | 6 | 3 | 3 | 0 | 4 | 2
O=C(Nc1ccc(Nc2ccccc2)cc1)c1ccc(Br)cc1 | 3 | 0 | 1 | 0 | 4 | 0 | 8 | -1 | -1 | 1
O=C(COc1ncnc2ccccc12)N1CCN(C(=O)c2ccco2)CC1 | -7 | 2 | 6 | 15 | -1 | -1 | 3 | 4 | 1 | 2
CCOCCn1ccc2c(OCC(=O)NCCc3ccc(OC)c(OC)c3)cccc2c1=O | -5 | -9 | 7 | 1 | 3 | 1 | -3 | 0 | -2 | 1
O=C(c1ccc(S(=O)(=O)c2ccccc2)cc1)N1CCc2ccccc2C1 | -14 | -10 | -16 | -5 | 5 | 2 | -3 | -7 | -5 | -13
c1ccc(CCNc2ccnc3cc4ccccc4cc23)cc1 | 18 | 15 | -2 | -9 | 2 | -1 | 2 | -31 | 5 | -16
COC(=O)[C@]1(C)CCC[C@@]2(C)C3CC[C@@]4(C)C[C@]3(CC[C@H]12)C[C@H]4O (stereo not given in full) | -9 | -10 | -19 | 0 | -4 | -1 | -8 | -20 | -4 | 5
CCc1ccc(S(=O)(=O)c2n[nH]n3c2nc(=O)c2ccccc23)cc1 | -8 | 23 | -11 | -6 | 2 | 1 | -8 | -12 | -2 | -15
CN(CC(=O)O)c1ccc(C(F)(F)F)cc1[N+](=O)[O-] | -2 | 0 | -9 | -2 | -5 | 2 | -5 | 2 | -6 | 1
Cc1ccc(NC(=O)c2sc(N)nc2-c2ccccc2)cc1C | -3 | 3 | -2 | 2 | -4 | -2 | -1 | -19 | -5 | 3
CCOc1cc(C(=O)Nc2ccc(C(=O)NCCN(CC)CC)cc2)ccc1OCC(=O)N1CCOCC1 | 1 | -5 | 5 | 6 | -5 | -10 | -2 | -4 | 4 | -1
CCCCN(CCCNC(=O)c1ccc2c(c1)NC(=O)CN2C)c1ccccc1 | 28 | 5 | 2 | 5 | -2 | 2 | 14 | 7 | -3 | 4
COC(=O)CC1c2cc(OC)c(OC)cc2CC(=O)c2cc(OC)c(OC)cc21 (stereo not given) | 5 | -2 | 3 | 1 | -3 | 4 | 5 | 1 | -2 | 2
COc1ccc(C(C)=O)cc1CSc1ccc(S(=O)(=O)N2CCCCC2)cn1 | -10 | 8 | 9 | -7 | 10 | 10 | 1 | -23 | 0 | -1
CC(=O)Cn1c(CN2CC(C)CC(C)C2)nc2c1c(=O)n(C)c(=O)n2C (stereo not given) | 6 | -4 | -7 | -4 | 3 | 4 | 3 | 1 | 2 | -3
Cc1ccccc1OCCCCn1cnc2ccccc21 | -8 | -5 | -2 | -3 | 2 | -1 | 10 | -15 | 10 | 0
Cc1cc(C)nc(SC2CC(=O)N(c3ccc(Br)cc3)C2=O)n1 (stereo not given) | -2 | -2 | -6 | -6 | 0 | 4 | 5 | 0 | -1 | -1
CCCn1c(SCC(=O)NCCc2ccc(Cl)cc2Cl)n[nH]c1=O | -5 | -4 | 0 | 6 | -4 | -1 | 2 | 2 | 1 | -11

Some of the compounds tested, so the mix of outcomes need not match the whole.
